Source: PubChem BioAssay
D2 ag = HTS Assay for Allosteric Agonists of the Human D2 Dopamine Receptor: Primary Screen for Agonists. AID 485358, 2010. actives 0.53% (n = 340,000). activation, % at 2 µM. HEK293 T-REx D2 cells, calcium flux agonist mode;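 active = activation over 3 SD above normal in the single-dose calcium agonist read, cut at about 30% in these data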; also: 0% is about no effect
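Tetracycline-induced HEK293 Trex cells with D2 receptor force-coupled to calcium signaling, plated overnight at 30 C and loaded with no-wash calcium dye. Calcium flux read kinetically for 180 s after compound addition; responses flag agonists.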
LDHA block = qHTS assay for inhibitors of human lactate dehydrogenase | actives 0.15% (n = 480,000) | purified LDHA, NADH/diaphorase-resazurin fluorescence; stronger effect = lower value | AID 1347041, 2019 | L-lactate dehydrogenase A chain (Homo sapiens), P00338 | activity change, % (values are at about 110 or 230 µM); in the data active = activity change below about -30%; inconclusive = mostly about -25% to -30%;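 also: plate controls were DMSO wells for no effect and wells without enzyme for full effect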
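Human LDH5 (2 nM) was incubated with 0.06 mM NADH and 0.2 mM pyruvate for 5 min at room temperature in Tris pH 7.4. Remaining NADH was coupled through diaphorase/resazurin, and resorufin fluorescence was read at 0 and 20 min.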
Vif-APOBEC3G blk = qHTS for Inhibitors of Vif-A3G Interactions: qHTS | Potency, µM (doses to about 46.1 µM), without a hit: at the top dose activity, negative = active, usual class: inhibitors | HeLa A3G-eYFP + Vif (tagged APOBEC3G with the HIV-1 protein that degrades it), YFP fluorescence, overnight | actives 0.076% (n = 410,000);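 also: potency is read from the fitted curve at half-maximal effect; % is scaled to controls: 0 for no effect and ±100 for the full control effect; nearly all actives have a fitted effect of over 60% in size; hits raise eYFP signal because A3G escapes Vif-driven loss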
Target sequence (Q9HC16 whole entry, looked up): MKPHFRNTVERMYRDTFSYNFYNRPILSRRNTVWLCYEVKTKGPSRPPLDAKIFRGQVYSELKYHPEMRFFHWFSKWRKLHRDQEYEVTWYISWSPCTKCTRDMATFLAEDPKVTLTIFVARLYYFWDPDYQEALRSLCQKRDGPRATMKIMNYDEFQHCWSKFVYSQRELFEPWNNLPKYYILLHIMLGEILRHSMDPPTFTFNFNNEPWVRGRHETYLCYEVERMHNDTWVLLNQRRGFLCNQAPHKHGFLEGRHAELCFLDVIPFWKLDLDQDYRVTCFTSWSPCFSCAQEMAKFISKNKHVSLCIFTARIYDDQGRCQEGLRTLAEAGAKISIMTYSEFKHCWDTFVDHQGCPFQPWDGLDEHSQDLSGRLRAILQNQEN
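HeLa cells stably expressing Vif and C-terminally eYFP-tagged A3G, seeded overnight at 37 deg C, then exposed to compound by pintool overnight at 37 deg C. Rise in yellow fluorescence (Ex 488/Em 500-530, Acumen) marks blocked Vif-driven A3G degradation.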
D2 antag = HTS Assay for Allosteric Antagonists of the Human D2 Dopamine Receptor: Primary Screen for Antagonists. HEK293 TREx D2 cells, calcium flux, dopamine EC80. actives 2% (n = 340,000). inhibition, % at 10 µM. D(2) dopamine receptor (Homo sapiens), P14416. AID 485344, 2010; in the data active = inhibition above about 30%; also: 0% is about no effect
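Calcium mobilization kinetics were recorded at 1 s intervals in tetracycline-induced HEK293 T-REx D2 cells, first for 180 s after compound addition and then 180 s after EC80 dopamine.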
RGS4 inhibitor = Inhibitors of Regulator of G Protein Signaling (RGS) 4: qHTS | Transcreener GDP fluorescence polarization, RGS4-accelerated GTP hydrolysis | Regulator of G-protein signaling 4 (Homo sapiens), P49798 | Potency, µM (highest dose often 114 µM), inactives show at the top dose activity change, negative = inhibition, actives largely listed as inhibitors | actives 0.039% (n = 390,000); also: potency is read from the fitted curve at half-maximal effect; % is scaled to controls: 0 for no effect and ±100 for the full control effect; nearly all actives have a fitted effect of over 75% in size; some results filed as inactive show a strong effect at the top dose
Target sequence (P49798 whole entry, looked up): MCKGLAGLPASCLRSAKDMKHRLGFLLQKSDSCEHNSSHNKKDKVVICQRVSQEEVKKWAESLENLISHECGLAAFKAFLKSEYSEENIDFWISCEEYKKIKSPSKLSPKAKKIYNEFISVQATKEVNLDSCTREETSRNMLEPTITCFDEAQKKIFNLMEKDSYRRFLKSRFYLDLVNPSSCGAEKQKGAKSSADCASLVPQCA
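MLSMR compounds (23 nl, pin-transferred) preincubated 10 min at room temperature with a 500nM (2x) first reagent, then RGS4 at 900nM (2x) plus Transcreener GDP mix added; fluorescence polarization (620/688 nm) read before and after 90 min at 30 °C.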
Vif-APOBEC3F blk = qHTS for Inhibitors of Vif-A3F Interactions: qHTS; HeLa A3F-eYFP + Vif (tagged APOBEC3F with the HIV-1 protein that degrades it), YFP fluorescence increase; Potency, µM (doses to about 46.1 µM), for the others: at the top dose activity, negative = active; actives 0.2% (n = 390,000); AID 602313, 2012; also: potency is read from the fitted curve at half-maximal effect; % of control where 0% means no effect; nearly all actives have a fitted effect of over 65% in size
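HeLa cells stably expressing A3F-eYFP plus Vif, plated and incubated overnight at 37 deg C, then exposed to compounds overnight at 37 deg C. Blocked degradation read as raised yellow fluorescence (Ex 488/Em 500-530).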
ERG-DNA inh = qHTS for Small Molecule Inhibitors of the ERG Ets/DNA interaction; AID 624246, 2012; fluorescence polarization, His-ERG Ets domain / labelled DNA; actives 0.028% (n = 370,000); Potency, µM (titrated, usually from 76.9 µM), for inactives: at the top dose FP activity, negative = inhibition, hits mostly inhibitors; Transcriptional regulator ERG (Homo sapiens), P11308; active = well fitted inhibition curve with a large enough effect in the polarisation, with a control signal flat; inconclusive = small, poorly fitted or top-dose-only effect, or effect the other way, or a change in a side signal; inactive = no such curve, though single readings can be large or run the other way; the % refers to the polarisation;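 also: polarization taken with two DNA probes labelled with fluorescein and Texas red; potency is read from the fitted curve at half-maximal effect; % of control where 0% means no effect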
Target sequence (P11308 whole entry, looked up, the tested form may be a part): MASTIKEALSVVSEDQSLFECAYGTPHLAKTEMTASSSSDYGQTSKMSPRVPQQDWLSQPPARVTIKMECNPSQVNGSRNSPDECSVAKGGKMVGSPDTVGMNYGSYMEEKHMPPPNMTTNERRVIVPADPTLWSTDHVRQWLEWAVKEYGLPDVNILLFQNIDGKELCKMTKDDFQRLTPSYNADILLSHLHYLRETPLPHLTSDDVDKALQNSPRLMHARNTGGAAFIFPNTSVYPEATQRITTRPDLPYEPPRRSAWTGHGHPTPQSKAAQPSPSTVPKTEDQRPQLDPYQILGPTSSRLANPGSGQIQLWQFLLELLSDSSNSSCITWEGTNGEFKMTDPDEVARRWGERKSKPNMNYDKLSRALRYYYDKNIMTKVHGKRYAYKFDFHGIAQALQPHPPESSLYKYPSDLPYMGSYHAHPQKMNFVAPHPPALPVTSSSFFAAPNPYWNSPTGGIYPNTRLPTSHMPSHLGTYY
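His-tagged ERG Ets domain (1 uM in the protein solution; 300mM KCl, 50mM Tris-HCl, 1mM EDTA, 1mM DTT, pH 7.5) received compound, then a probe mix of 5 nM fluorescein-DNA and 100nM Texas-615-DNA. Fluorescence polarization was read for both dyes.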
ALOX12 inh = Primary qHTS assay for inhibitors of human arachidonate 12S-lipoxygenase (ALOX12): Round 2; AID 1671190, 2021; Potency, µM (titrated, usually from 108 µM), for inactives: at the highest dose activity change, negative = inhibition, usual class: inhibitors; actives 1.1% (n = 580,000); purified 12hLO, xylenol orange hydroperoxide absorbance; also: potency is read from the fitted curve at half-maximal effect; % is scaled to controls: 0 for no effect and ±100 for the full control effect
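Purified human 12hLO at 150 nM in 25 mM Hepes, 0.01% Triton X-100, pH 7.0, preincubated 15 min at room temperature with compound. Reaction started with 40 uM arachidonic acid, 30 min at room temperature. Hydroperoxide measured by Fe-xylenol orange, 573/405 nm absorbance ratio.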
Glioma ERSR ind = qHTS for Inducers of the Endoplasmic Reticulum Stress Response (ERSR) in Human Glioma: qHTS. U87-MG GRP78 promoter luciferase reporter, 16 h. Potency, µM, inactives show top-dose activation, actives largely listed as activators. actives 0.02% (n = 420,000). AID 602332, 2012; also: potency is read from the fitted curve at half-maximal effect; series mostly up to about 76 µM; % of control where 0% means no effect; nearly all actives have a fitted effect of over 35% in size
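ERSR induction read as luciferase luminescence (Bright-Glo, 10 min at room temperature) in stably transfected human U87-MG glioma cells exposed to compounds for 16 h, using GRP78 as sensor.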
Active calls of the source: *; i = inactive; ? = inconclusive; · = no result given; & = joins results of further samples; [ ] = dose if it differs, or a comment. Unless noted, calls follow the shape of the dose curve; as a rule, active = well fitted curve in the direction sought with a large enough effect; inconclusive = small, poorly fitted or top-dose-only effect, or another doubt; inactive = no such curve, though single readings can be large; an effect the other way counts as inactive or inconclusive. Some of the compounds tested; the hit share may differ from the screen's.

compound | ALOX12 inh | Vif-APOBEC3G blk | D2 ag | RGS4 inhibitor | Vif-APOBEC3F blk | Glioma ERSR ind | ERG-DNA inh | LDHA block | D2 antag
Cc1ncc(CO)c2cc(C(=O)Nc3ccccc3Cl)c(=Nc3cccc(C(N)=O)c3)oc12 | 0% | 0% | 0.3 | 4% | -24% | -3% | 4% | -6 | -7
CN1CC(=O)N(CC(=O)Nc2cc(Cl)cc(Cl)c2)C1=O | -16% | -5% | 0.0 | 5% | -13% | -4% | 13% | -8 | 6
COc1cccc(CNC(=O)CCS(=O)(=O)c2ccc3c(c2)oc(=O)n3C)c1 | 0%&-15% | -5%&4% | 0.6&1.0 | 18%[11.4 µM] | 1%&0% | -4%&-1% | 0%&-6% | -2&-2 | -28
CN(C)CCNC(=O)c1cccc2c(-c3ccc(F)c(F)c3)coc12 | -21% | 4% | · | · | · | -3% | · | 0 | ·
Cc1ccc(OCCNC(=O)c2ccccc2O)cc1 | 203%[activator] | 0% | 0.6 | 10% | 8% | -1% | -5% | 0 | -9
Cc1nc2ccccc2c(=O)n1-c1ccc(NS(=O)(=O)c2ccc(F)cc2F)cc1 | -24% | 0% | 0.2 | -10% | 5% | -2% | 3% | -1 | -2
CC(C)c1ccc(OCc2ccc(C(=O)O)o2)cc1 | 0% | -3% | -2.8 | -27% | -7% | -15% | -11% | 0 | 10
O=C(CN1CCN(C(=O)c2c(F)cccc2F)CC1)Nc1ccccc1C(F)(F)F | 0% | 2% | 1.2 | -6% | 1% | -4% | 10% | -7 | 20
CC(=O)c1cccc(-c2ccnc3c2CC(C(=O)NCCC(F)(F)F)O3)c1 (configuration not stated) | -3% | ? | · | · | · | 2% | · | -2 | ·
Cc1noc(C)c1C(=O)Nc1ccc(F)cc1 | -19% | -5% | -0.1 | 9% | 1% | 1% | 2% | -2 | 2
CCOCCCNC(=O)C(NC(=O)c1ccc2c(c1)OCO2)c1ccc(Cl)cc1 (configuration not stated) | -10% | -4% | 2.7 | -3% | -11% | -5% | -16% | -7 | -14
Cc1cc(C)n(C(C)n2nc(C)cc2C)n1 | ? | 1% | 0.9 | -12% | 2% | -3% | 4% | -10 | -1
Cc1cc(=O)[nH]c(SCc2cc(=O)n3nc(C)sc3n2)n1 | 16%[57.4 µM] | 0% | -0.5 | -2% | -2% | -2% | -11% | -1 | 14
Cc1nc2ccccn2c1C(=O)NN=C1CCCC1 | 16% | 0% | 2.4 | -33%[56.9 µM] | 4% | 1% | -17% | -2 | -2
Cc1cccc(C(=O)NC(=S)Nc2ccc(S(=O)(=O)N(C)c3ccccc3)cc2)c1 | ? | -1% | 0.2 | -43% | -4% | -3% | -13% | 4 | -3
CCOCCCNc1ncnc2c1nc1n2CCCC1 | 0% | 2% | -0.1 | -8% | -5% | 0% | 1% | -1 | 27
O=C1CN(C(=O)COC(=O)C2CC(=O)N(Cc3ccco3)C2)c2ccccc2N1 (configuration not stated) | 16% | 3% | 0.5 | -33% | 3% | -6% | -1% | 1 | 3
COc1ccc(C(=O)NNc2ncnc3c2cnn3-c2cccc(Cl)c2)cc1OC | ? | -2% | -0.2 | -28% | -4% | -2% | -4% | -9 | ·
O=C(CN1CCN(Cc2ccccc2)C1=O)NCc1ccc(Cl)cc1 | 0% | 0% | -1.8 | 30% | -16% | -9% | -5% | -4 | 20
CCCCN(C1CCS(=O)(=O)C1)S(=O)(=O)c1ccc(OC)c(OC)c1 (configuration not stated) | 1%&2% | 1% | 0.2 | -7% | 2% | -3% | -5% | -2&7 | 12
CCCc1[nH]n(-c2nc3ccccc3s2)c(=O)c1C=NCCN1CCOCC1 | -17% | -3% | -0.9 | -18% | 0% | 17% | 9% | 0 | -2
O=C(OCC(=O)N1CCN(c2ccccc2)CC1)c1cccs1 | 0% | 2% | -0.1 | 21% | 7% | 4% | -6% | -7 | -10
O=C(Nc1ccc(F)cc1)c1ccc(-n2cnc3cccnc32)cc1 | -17% | 1% | 0.4 | -14% | 1% | -2% | 1% | 0 | ·
O=C(NCCCN1CCCC1=O)c1cc(S(=O)(=O)N2CCN(c3ccccc3)CC2)ccc1Cl | ? | 0% | · | ? | -10% | -3% | -1% | -6 | ·
Cc1nc2ccccc2n1CCc1nc2c3ccccc3nc(SCc3ccccc3F)n2n1 | -10% | 0% | · | -1% | 0% | -2% | -4% | -2 | ·
COc1cccc(/C=C2\SC(=S)N(CCCC(=O)N3CCOCC3)C2=O)c1 | ? | 5% | · | · | -5% | -5% | · | -1 | ·
CC1(C)CC(N2CCN(c3ccccc3)CC2)=CC(=[N+]2CCCC2)C1 | ? | 1% | 1.7 | -5% | 1% | -3% | · | -18 | -5
COc1ccc(/C=N/NC(=O)c2cccnc2)cc1CN1CCOCC1 | -5% | 1% | 1.5 | -6% | -1% | -2% | -5% | -1 | 17
CC1CCN(C(=O)c2ccc(CS(=O)(=O)Cc3ccccc3)cc2)CC1 | 10% | -5% | 0.3 | 18% | 2% | -1% | 9% | -6 | 6
O=C(O)CCCCCCCCCCC1CCC(O)C1O (configuration not stated) | 3% | -3% | · | -9% | -4% | -11% | -11% | -5 | ·
COc1cc(CNn2cn[nH]c2=S)cc(Br)c1OCc1ccccc1F | ? | -7% | 0.2 | -43% | 5% | 0% | 19% | 0 | 4
COc1ccccc1C(=O)Nc1nnc(CCc2ccccc2)s1 | -24% | ? | 0.0 | 23% | 4% | 2% | 2% | -1 | 4
NC(=NCCc1ccc(Cl)cc1)NS(=O)(=O)c1ccc(F)cc1 | -15% | 1% | -1.2 | -34% | -4% | -3% | 0% | 2 | 0
Cc1cc(N2CCN(C(=O)c3ccco3)CC2)c2ccccc2n1 | 122%[activator] | -5% | 0.1 | 7% | 1% | -1% | 17% | -5 | -12
COc1cccc2sc(N3CCN(C(=O)c4ccco4)CC3)nc12 | -18% | 0% | 0.1 | ? | 8% | -3% | 12% | 0 | -5
O=C(c1cnn2c(C(F)F)cc(-c3ccccc3)nc12)N1CCSCC1 | 0% | 3% | -0.5 | 14% | 5% | 1% | -1% | -10 | -11
CCN(CC(=O)Nc1c(F)cccc1F)C(=O)c1ccc(C(F)(F)F)cc1 | i | 0% | -0.1 | 22% | -5% | 4% | 1% | -6 | -13
CC(C)C[C@H]1CN([C@@H](Cc2ccc(O)cc2)CN2CCC[C@@H]2CN2C(=S)NC[C@@H]2Cc2ccccc2)C(=S)N1CCc1ccccc1 | ? | 1% | · | · | · | -4% | · | -18 | ·
Cc1c(CCO)c(=O)[nH]n1C(=O)c1c(F)cccc1F | -4% | 5% | 0.5 | 33% | -8% | -2% | -3% | -8 | -9
Cc1noc(C)c1COc1ccccc1C(=O)N1CCN(S(=O)(=O)c2ccccc2Br)CC1 | 24% | 0% | · | -3% | -9% | -4% | -8% | 4 | ·
CN1CCN(C(=O)C(N)Cc2ccccc2)CC1 (configuration not stated) | 13% | -4% | -0.3 | -19% | 0% | -4% | 2% | -1 | -13

Part of the list above in order of number of heavy atoms, ascending:
compound | ALOX12 inh | Vif-APOBEC3G blk | D2 ag | RGS4 inhibitor | Vif-APOBEC3F blk | Glioma ERSR ind | ERG-DNA inh | LDHA block | D2 antag
CN1CCN(C(=O)C(N)Cc2ccccc2)CC1 (configuration not stated) | 13% | -4% | -0.3 | -19% | 0% | -4% | 2% | -1 | -13
NC(=NCCc1ccc(Cl)cc1)NS(=O)(=O)c1ccc(F)cc1 | -15% | 1% | -1.2 | -34% | -4% | -3% | 0% | 2 | 0
Cc1cc(N2CCN(C(=O)c3ccco3)CC2)c2ccccc2n1 | 122%[activator] | -5% | 0.1 | 7% | 1% | -1% | 17% | -5 | -12
O=C(c1cnn2c(C(F)F)cc(-c3ccccc3)nc12)N1CCSCC1 | 0% | 3% | -0.5 | 14% | 5% | 1% | -1% | -10 | -11
CCN(CC(=O)Nc1c(F)cccc1F)C(=O)c1ccc(C(F)(F)F)cc1 | i | 0% | -0.1 | 22% | -5% | 4% | 1% | -6 | -13
CC(C)C[C@H]1CN([C@@H](Cc2ccc(O)cc2)CN2CCC[C@@H]2CN2C(=S)NC[C@@H]2Cc2ccccc2)C(=S)N1CCc1ccccc1 | ? | 1% | · | · | · | -4% | · | -18 | ·
